Compound activity (PubChem BioAssay)
FN deposition inh = fibronectin deposition inhibition. AH1F fibroblasts, Alexa488-fibronectin deposition fluorescence, overnight. inhibition, % at 12.6 µM. actives 0.086% (n = 350,000). AID 743247;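 active = mean inhibition across replicates of 30% or more, regardless of how many single replicates reach that level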;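 note: positive control wells lacked labelled fibronectin entirely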
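Material: AH1F fibroblast monolayer depositing Alexa488-labelled fibronectin into matrix | Input: 10000 AH1F cells/well | Medium: DMEM plus 2% serum, read in PBS | Reagent: Alexa488-fibronectin, 24 nM final in well | Compound dosing: One dose per compound, pinned | Schedule: 1 h adhesion, overnight exposure | Measured by: Fluorescence at 485 nm excitation, 525 nm emission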
S100A4 MyoIIA = S100A4-myosin IIA interaction inhibition; P26447; S100A4/TAMRA-MyoIIA peptide fluorescence polarization; inhibition, % at 10.7 µM; actives 0.14% (n = 360,000); AID 652163;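 active = mean inhibition of at least 70% across replicates, with every replicate also reaching that level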
Target sequence (P26447 whole entry, looked up): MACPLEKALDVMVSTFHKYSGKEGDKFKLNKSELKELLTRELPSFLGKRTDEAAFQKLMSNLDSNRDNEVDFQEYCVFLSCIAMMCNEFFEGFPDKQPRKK
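Test system: S100A4 monomer protein; Medium: HEPES pH 7.2 with CaCl2, KCl, NaCl, DTT, Triton; Probe or stimulus: TAMRA-labelled myosin IIA heavy-chain peptide probe, 5 nM; Doses: one dose per compound; Times: polarization read 5 min after assay mix addition, stable 5–60 min; Benchmarks: neutral control DMSO, positive control TFP.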
RAD54 branch = inhibitors of human RAD54 branch migration; actives 0.14% (n = 360,000); Q92698; inhibition, % at 10.4 µM; RAD54 Holliday junction branch migration, FAM/BHQ fluorescence; AID 602329;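 active = mean normalized replicate activity at least 40 and at least half of replicates scoring 40 or more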;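 note: 0% = median of neutral control wells and 100% = median of positive control wells; inhibitors cause a drop in the FAM fluorescence signal; in these data hits start at about 50%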
esBAF inh = inhibitors of esBAF chromatin remodeling in mouse ES cells; Bmi1-luciferase knock-in reporter, 24 h; 100% = twice the neutral-well signal; reporter increase, % at 12.5 µM; actives 2% (n = 350,000); in the data active = activation above about 40%;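 note: 0% = median of the plate's neutral control wells and 100% = double that signal; a rise in the Bmi1 reporter signal indicates esBAF inhibition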
RAD52 inh = blocks human RAD52 DNA annealing | P43351 | recombinant RAD52 DNA annealing, FRET fluorescence | inhibition, % at 18.7 µM | actives 0.46% (n = 360,000) | AID 651710;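 active = every replicate showing at least 50% inhibition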
EWS-Fli inh = inhibitors of EWS/Fli oncoprotein transcriptional activity; A673 NR0B1-luciferase reporter, viability-normalised; inhibition, % at 12.6 µM; actives 0.67% (n = 350,000); AID 651661;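 active = mean inhibition of at least 50% after viability correction, with every replicate also passing that limit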;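 note: firefly luciferase signal divided by Alamar Blue viability fluorescence both relative to DMSO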
XiGFP reactiv = activators of X-chromosome reactivation in mouse fibroblasts; XiGFP mouse fibroblasts, % GFP-positive cells imaging, 3 d; cells co-treated with 5-aza-dC sensitizer; scaled so ellipticine positive control = 100%; actives 0.055% (n = 360,000); activation, % at 7.58 µM;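 active = mean normalized replicate activation at least 10% and every replicate at or above 10%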;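 note: 0% = median of on-plate neutral control wells and 100% = ellipticine 6 µM median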
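Material: SV40-immortalized XiGFP fibroblast cells, line 68-5-11 | Buffer or medium: DMEM containing 5-aza-dC | Dosing: One concentration, pinned | Times: 3 d treatment, 15 min room-temperature fixation | Controls: Ellipticine 6 µM positive control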
E-selectin induc = E-selectin induction on HUVECs; actives 0.37% (n = 260,000); AID 686992; P16581; HUVEC E-selectin immunofluorescence imaging; normalized: neutral wells 0, TNF-alpha wells 100; activation, % at 7.58 µM;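 active = mean E-selectin-positive cell signal at least 10% of the positive control, reached in at least 60% of replicates, without over 20% cell loss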;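 note: in these data hits start at about 27%; measured in HUVEC primary endothelial cells; signal is the percent of cells scored E-selectin positive by PE staining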
Target sequence (P16581 whole entry, looked up): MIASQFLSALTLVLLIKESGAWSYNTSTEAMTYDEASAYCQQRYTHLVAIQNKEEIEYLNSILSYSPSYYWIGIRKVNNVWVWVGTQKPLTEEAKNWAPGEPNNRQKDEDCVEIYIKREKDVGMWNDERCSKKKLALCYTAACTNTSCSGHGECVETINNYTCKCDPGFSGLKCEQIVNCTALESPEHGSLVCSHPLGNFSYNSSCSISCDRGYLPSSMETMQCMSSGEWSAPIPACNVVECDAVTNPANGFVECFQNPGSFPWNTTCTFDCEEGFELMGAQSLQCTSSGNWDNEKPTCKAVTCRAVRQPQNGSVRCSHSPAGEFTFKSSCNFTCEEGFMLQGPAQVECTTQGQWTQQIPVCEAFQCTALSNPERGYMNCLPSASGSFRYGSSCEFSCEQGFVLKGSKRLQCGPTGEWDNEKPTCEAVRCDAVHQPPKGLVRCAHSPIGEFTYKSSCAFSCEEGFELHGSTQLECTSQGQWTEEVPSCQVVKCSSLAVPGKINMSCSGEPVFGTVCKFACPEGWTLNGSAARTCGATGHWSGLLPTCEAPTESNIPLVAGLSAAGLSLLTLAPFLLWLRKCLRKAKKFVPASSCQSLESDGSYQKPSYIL
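Read-out basis: % PE-positive cells; Test system: HUVEC primary endothelial cells; Technique: immunofluorescence imaging; Dosing: single-point compound dose.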
Numbers without * were called inactive; . = not tested or not shown.

mol	FN deposition inh	S100A4 MyoIIA	RAD54 branch	esBAF inh	RAD52 inh	EWS-Fli inh	XiGFP reactiv	E-selectin induc
COc1ccc(NC(=O)Nc2ccc3c(c2)C(=O)N([C@H](C)CO)C[C@@H](C)[C@H](CN(C)S(=O)(=O)c2ccccc2)O3)cc1	.	-4.4	5.3	-4.8	-20.1	-7.9	-0.1	.
O=C(C[C@@H]1CC[C@H]2[C@@H](COC[C@H](O)CN2S(=O)(=O)c2ccccc2Cl)O1)NCc1ccccc1Cl	-7.2	0.6	5.1	3.4	5.2	8.9	0.3	0.0
Cc1[nH]ncc1Nc1ccccc1C(C)C	-7.8	-4.4	2.6	-6.0	-9.2	-23.1	0.2	-0.2
O=C(CN1CCN(Cc2ccccc2Cl)C1=O)NCc1ccccn1	-14.8	10.1	-12.3	.	-8.5	4.4	0.2	1.7
CN(Cc1ccccc1)C(=O)c1cccc(C(=O)N(C)Cc2ccccc2)c1	2.4	-6.7	.	.	-8.2	3.4	-0.1	-0.1
Cc1sc2nc(CSCC(=O)Nc3ccc(OC(F)F)cc3)[nH]c(=O)c2c1C	-8.2	-5.0	.	-0.4	-47.1	4.1	0.3	.
CCCCCN1N=C(C)CC1=O	-9.7	0.8	.	.	0.1	-4.4	0.1	0.0
C[C@@H]1CN([C@H](C)CO)C(=O)c2cccc(NC(=O)C3CCOCC3)c2O[C@@H]1CN(C)CC1CCCCC1	-8.9	-21.4	10.2	3.9	-7.1	-8.3	-0.6	-2.5
O=[N+]([O-])c1cccnc1Oc1ccc(F)cc1F	0.1	4.5	.	.	-20.6	-13.4	0.0	-0.2
O=C(Nc1ccnn1C1CCN(C(=O)c2cccc(Cl)c2)CC1)C1CCOC1 (configuration not stated)	.	-0.7	-1.7	1.4	-5.5	7.5	-0.1	-0.1
O=C(c1c[nH]c2ccccc12)C(F)(F)F	2.1	-1.4	-1.6	-6.2	-4.2	10.3	0.0	.
C[C@H](CO)N1C[C@H](C)[C@@H](CN(C)C(=O)CN(C)C)Oc2cc(-c3cccnc3)ccc2S1(=O)=O	2.3	9.6	-1.3	-5.1	-3.2	-8.9	-0.8	0.3
CC(=O)NC(Cc1ccccc1F)C(=O)NC1CCN(C(=O)Nc2ccc(C)cc2)CC1 (configuration not stated)	-0.6	0.9	-7.0	3.3	-20.1	-8.8	0.0	.
CC1(C)CC2CC(C)(CN2C(=O)COC(=O)c2ccccc2C(F)(F)F)C1 (configuration not stated)	-9.4	10.2	-2.2	-1.9	-6.0	3.5	0.1	0.4
NC(=O)CC(NC(=O)c1ccccc1)c1ccc(N2CCCCCCC2)c([N+](=O)[O-])c1 (configuration not stated)	5.1	0.1	-3.9	-5.6	-8.3	6.3	-0.1	0.0
CC1CCCCC1NC(=O)CNC(=O)c1ccco1 (configuration not stated)	1.2	1.7	.	-2.0	-12.1	-1.9	0.3	.
COc1ccc(/C=C/C(=O)Nc2c(C(=O)O)[nH]c3ccccc23)cc1OC	0.5	7.0	-12.8	.	-17.2	8.6	-0.2	0.0
COc1ccc(C(CNC(=O)c2ccc(S(=O)(=O)Nc3ccccc3OC)cc2)N2CCCC2)cc1 (configuration not stated)	4.5	-4.7	-3.1	-6.7	-77.8	3.1	0.1	.
Cc1noc(C)c1S(=O)(=O)N1CCCCC1	.	0.9	-8.9	4.2	0.0	12.2	.	.
O=C(CCC(=O)N1CCSc2ccccc21)NCc1ccc(Cl)cc1	11.4	1.9	-7.4	-5.2	-10.9	4.4	0.1	-0.1
Cc1noc(C)c1NC(=O)N[C@@H]1CC[C@@H](CC(=O)Nc2ccccc2)O[C@@H]1CO	.	12.9	-7.4	-4.4	-4.9	8.1	1.0	-0.3
CC(C)(O)c1cc2ccc(C#Cc3ccsc3)cc2c(=O)o1	5.3	3.3	-8.8	71.0*	-32.3	-96.9	0.1	0.0
Cc1cc(C)c(OCC(=O)OCC(=O)NCc2ccco2)c(C)c1	-0.3	-3.6	14.5	8.9	-20.4	-2.6	-0.1	-0.1
Cc1csc(SCC(=O)Nc2ccc(CC#N)cc2)n1	.	4.5	-2.1	-8.4	-7.0	-8.9	-0.1	-0.2
CCOC(=O)c1c(C)[nH]c(C)c1S(=O)(=O)NCc1ccc(OCC)cc1	-7.1	0.3	3.8	-2.2	-5.2	.	0.1	0.0
CCN(CC)S(=O)(=O)c1cccc(NC(=O)CSc2nnc(N)s2)c1	-3.6	-4.4	.	.	-55.5	2.1	0.1	1.8
CCNC(=O)Nc1ccc2c(c1)C(=O)N(C)[C@H]1CC[C@H](CC(=O)NCc3cccc(F)c3)O[C@@H]1CO2	-3.6	.	-8.6	3.8	.	4.0	0.2	-0.1
O=C(CC(CC(=O)c1ccccc1)c1ccccc1)c1ccccc1	-3.2	-1.2	-13.0	-5.9	-5.0	-7.7	0.2	0.5
CNC(=O)Cc1nc2ccccc2n1CC(=O)Nc1cc(C)cc(C)c1	-0.5	0.8	-1.1	-0.6	-29.5	-1.9	0.0	8.6
C[C@H](NC(=O)C[C@@H]1CC[C@@H](NC(=O)c2cccnc2)[C@@H](CO)O1)c1ccccc1	3.0	-1.4	-0.6	-1.7	-8.0	-3.3	-0.2	-0.3
CCOC(=O)c1c(CN2CCN(CC#N)CC2)n(C)c2cc(Br)c(OC)cc12	5.8	1.7	0.8	-7.2	2.1	8.8	0.0	.
O=C(CN1C(=O)NC2(CCCC2)C1=O)OCc1ccc(Br)cc1	1.3	-2.7	-6.2	-5.1	-2.9	-0.5	0.1	0.5
Cn1c(=O)c2c(nc3n2CC(O)CN3c2ccccc2)n(C)c1=O (configuration not stated)	-8.2	-4.7	.	.	-9.1	7.8	0.0	-0.1
COc1cc(NC(=O)C/C(C)=N/NC(=O)c2cccc(O)c2)c(OC)cc1Cl	1.5	6.0	.	.	-21.4	4.4	0.0	.
CN(C)CCCN(C(=O)c1ccco1)c1nc2ccc(Cl)cc2s1	-8.0	-0.9	22.9	8.6	37.7	2.9	0.1	0.0
COc1ccc(-c2nn(-c3ccccc3)cc2C(=O)Nc2ccc(C(=O)O)cc2)cc1OC	1.3	1.2	-1.2	17.0	-8.2	-1.4	0.0	.
CCC1CCc2c(sc(NC(=O)c3cnccn3)c2C(N)=O)C1 (configuration not stated)	-7.7	-4.0	-3.8	36.6	-18.0	-32.5	-0.1	0.0
CN(CC(=O)Nc1cccc(F)c1)C(=O)c1ccc(-n2cncn2)c([N+](=O)[O-])c1	-9.5	1.7	-1.7	0.3	-10.2	-6.0	-0.1	-1.2
O=C(NCCN1CCCC1)c1ccc(Cn2c(=S)[nH]c3ccc(Br)cc3c2=O)cc1	-5.6	-55.2	-11.4	2.5	31.0	15.0	0.0	0.1
Cc1cc2c(cc1C)-n1nnnc1C(N1CCN(c3ccccn3)CC1)C(c1ccc3c(c1)OCO3)=N2 (configuration not stated)	-8.4	-3.2	.	.	-28.1	-72.2	0.2	0.0
Cc1oc(-c2ccccc2Cl)nc1CN1CCCN(C(=O)c2ccco2)CC1	7.3	-7.7	3.5	5.7	-30.5	3.2	0.0	-0.1
Cc1ccnc(NC(c2ccccc2)c2ccc3cccnc3c2O)c1 (configuration not stated)	18.3	6.1	-3.9	2.2	-7.4	22.4	-0.2	3.6
Cc1[nH]c2ccccc2c1N=Nc1ccccc1C(=O)O	-9.8	-1.2	-0.8	.	-14.2	10.3	-0.1	.
O=C(NCc1cc([N+](=O)[O-])ccc1O)c1cccnc1Sc1ccccc1Cl	.	-2.3	-2.7	.	-4.4	.	0.0	-0.1
NS(=O)(=O)c1ccc(CCNS(=O)(=O)c2cccs2)cc1	-4.9	-2.3	-20.3	.	-11.3	.	0.2	-0.5
O=C(CN1CCN(C(=O)C2COc3ccccc3O2)CC1)Nc1ccccc1 (configuration not stated)	3.7	-4.3	.	.	-24.5	-8.5	0.2	.
COC(=O)C1=C(C(=O)OC)C(c2cc([N+](=O)[O-])ccc2O)c2sc(=O)[nH]c2S1 (configuration not stated)	-8.3	-1.7	.	.	-19.5	0.0	0.3	-0.4
COCc1c(C(=O)N2CCc3ccccc32)oc2ccccc12	-2.1	-4.6	-5.4	16.0	-21.1	-22.1	0.1	.
CCOC(=O)C(=CNNc1cccc(Cl)c1)C(=O)OCC	-5.1	0.8	-13.3	7.1	-5.9	11.6	0.0	.
CN(C(=O)c1ccc(NC(=O)Cc2ccc(NC(=O)C3CCCN(C(=O)C4CCCCC4)C3)cc2)cc1)C1CC1 (configuration not stated)	-14.9	1.3	1.2	2.6	-15.9	-5.2	0.2	0.6

Quoted from the results shown (four entries):
mol	FN deposition inh	S100A4 MyoIIA	RAD54 branch	esBAF inh	RAD52 inh	EWS-Fli inh	XiGFP reactiv	E-selectin induc
Cc1oc(-c2ccccc2Cl)nc1CN1CCCN(C(=O)c2ccco2)CC1	7.3	-7.7	3.5	5.7	-30.5	3.2	0.0	-0.1
Cc1ccnc(NC(c2ccccc2)c2ccc3cccnc3c2O)c1 (configuration not stated)	18.3	6.1	-3.9	2.2	-7.4	22.4	-0.2	3.6
Cc1[nH]c2ccccc2c1N=Nc1ccccc1C(=O)O	-9.8	-1.2	-0.8	.	-14.2	10.3	-0.1	.
O=C(NCc1cc([N+](=O)[O-])ccc1O)c1cccnc1Sc1ccccc1Cl	.	-2.3	-2.7	.	-4.4	.	0.0	-0.1

Next results follow.
mol	FN deposition inh	S100A4 MyoIIA	RAD54 branch	esBAF inh	RAD52 inh	EWS-Fli inh	XiGFP reactiv	E-selectin induc
Nc1[nH]c(C(=O)c2ccccc2)c(-c2ccccc2C(F)(F)F)c1C(=O)c1c[nH]c2ccccc12	4.3	1.3	.	.	-13.3	-9.5	-0.1	0.2
O=C(N[C@@H]1CC[C@@H](CCNC(=O)C2CCCCC2)O[C@@H]1CO)c1ccccn1	.	-3.8	1.5	2.0	-9.8	-4.8	-0.1	0.1
CC(C)NC(=O)Nc1ccc2c(c1)C(=O)N([C@@H](C)CO)C[C@@H](C)[C@H](CN(C)Cc1ccc(C(=O)O)cc1)O2	.	10.6	.	-1.9	0.9	-2.2	0.1	56.9*
COc1ccc(CN(C)C[C@@H]2Oc3ccc(NC(=O)Nc4ccc(OC)cc4)cc3C(=O)N([C@@H](C)CO)C[C@H]2C)cc1	.	-11.4	62.1*	-4.6	16.2	-4.7	0.2	1.1
Cc1cc(C)n(-c2ccc(NC(=O)C3CCN(Cc4cnc(C)s4)CC3)cc2)n1	4.7	-2.0	1.9	8.6	-2.7	.	0.0	0.3
CN(CC(=O)NCCc1ccc(S(N)(=O)=O)cc1)S(=O)(=O)c1cccc2nsnc12	-2.3	-0.8	10.1	-0.1	-0.6	-11.5	0.0	.
C=C1C[C@H]2[C@@H]3CCc4cc(OC)ccc4[C@H]3CC[C@]12C	-11.0	-3.0	-3.6	0.3	-20.9	-5.7	0.0	0.2
CCCNC(=O)NC(=O)CSc1cccc(C(F)(F)F)c1	.	-6.3	.	.	1.1	4.5	0.0	.
